Assay outcomes: PubChem BioAssay, several laboratories
MEX-5 binding – C. elegans MEX-5 TCR-2 RNA binding activity | MEX-5/FITC-TCR2 RNA binding, fluorescence polarization; stronger effect = lower value | AID 1832 | 300,000 compounds, 0.38% hits | activity score (negative = inhibition of binding), % at 10 µM | Q9XUB2;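 active = inhibition past about -25% in most replicates, and total fluorescence under double the plate's negative control median, limit read from the data; inconclusive = replicates evenly split on the limit, or fluorescence at least double controls; inactive = too little inhibition in most replicates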;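 note: 0% = DMSO and -100% = 5 µM competing unlabeled TCR2 RNA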
VLA-4 inh – inhibition in a human VLA-4 binding assay. P13612. VLA-4 expressing cells, ligand binding flow cytometry. inhibition, % (about 7 µM as worked out from the volumes in the protocol). 330,000 compounds, 0.2% hits; in the data active = inhibition above about 50%
GRK2 inh – human GRK2 inhibition via aptamer displacement; P25098; bead flow cytometry, FAM-aptamer displacement from GRK2; inhibition of aptamer binding, % at 10 µM; 330,000 compounds, 0.59% hits; AID 488847;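 active = inhibition of aptamer binding above 40%, roughly 3 SD of noise, on plates passing a quality check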;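 note: median bead fluorescence of bound FAM aptamer so fluorescent compounds give negative values; no value below 0 was filed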
Target sequence (P25098 whole entry, looked up): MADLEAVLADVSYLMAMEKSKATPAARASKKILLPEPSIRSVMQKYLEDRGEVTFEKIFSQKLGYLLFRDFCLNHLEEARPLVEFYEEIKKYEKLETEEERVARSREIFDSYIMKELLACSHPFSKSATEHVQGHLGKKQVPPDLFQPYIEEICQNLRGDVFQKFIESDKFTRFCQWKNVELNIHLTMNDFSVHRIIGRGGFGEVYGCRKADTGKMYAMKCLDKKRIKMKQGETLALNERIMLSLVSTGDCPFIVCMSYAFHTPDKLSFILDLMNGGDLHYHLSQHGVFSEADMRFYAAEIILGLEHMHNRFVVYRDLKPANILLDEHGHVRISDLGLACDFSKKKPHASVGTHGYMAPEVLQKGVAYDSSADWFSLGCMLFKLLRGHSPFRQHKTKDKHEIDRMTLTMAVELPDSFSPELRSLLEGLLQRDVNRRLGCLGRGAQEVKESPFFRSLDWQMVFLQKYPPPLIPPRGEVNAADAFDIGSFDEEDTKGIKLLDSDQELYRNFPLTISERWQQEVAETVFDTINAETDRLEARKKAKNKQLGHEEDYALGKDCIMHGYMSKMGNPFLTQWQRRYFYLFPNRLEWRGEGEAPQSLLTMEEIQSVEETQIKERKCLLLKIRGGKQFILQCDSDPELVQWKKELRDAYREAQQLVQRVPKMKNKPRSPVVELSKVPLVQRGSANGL
Fam108B counter – Fam108B inhibition, counter-screen for RBBP9 inhibitors. 300,000 compounds, 0.33% hits. recombinant Fam108B, FP-Rh probe fluorescence polarization. inhibition, % at 9.51 µM;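 active = inhibition above the screen mean inhibition plus 3 SD, computed separately per campaign, cut at about 18% in these data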;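 note: inhibitors lower polarization as less probe binds the enzyme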
Bcl-xL primary – inhibitors of human Bcl-xL; AID 2129; GST-Bcl-xL / FITC-Bim BH3 peptide fluorescence polarization; inhibition, % at 10.9 µM; 320,000 compounds, 0.7% hits;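 active = inhibition above the mean of all tested compounds plus 3 SD, cutoff set per campaign, cut at about 30% in these data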;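 note: 0% = DMSO wells and 100% = unlabeled Bim-BH3 peptide competitor; inhibitors lower millipolarization by displacing the labeled peptide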
Target sequence (Q07817 whole entry, looked up): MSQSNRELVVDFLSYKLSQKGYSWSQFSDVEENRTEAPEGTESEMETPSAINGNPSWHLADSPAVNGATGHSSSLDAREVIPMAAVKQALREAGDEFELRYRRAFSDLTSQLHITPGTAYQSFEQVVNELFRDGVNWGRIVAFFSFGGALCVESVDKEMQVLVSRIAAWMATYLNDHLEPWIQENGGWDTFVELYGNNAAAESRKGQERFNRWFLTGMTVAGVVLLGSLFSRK
CIT2-GFP yeast – modulators of TOR pathway CIT2-GFP in S. cerevisiae; S. cerevisiae CIT2-GFP strain, flow cytometry, 3 h; 100 means same as DMSO wells; 320,000 compounds, 0.065% hits; GFP response vs DMSO, % at 10 µM;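 active = GFP response relative to DMSO above a set limit, near the screen mean plus 3 SD, cut at about 150% in these data; inconclusive = Fewer than 70 cells measured for a yeast strain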;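 note: ratio of well median GFP fluorescence to mean of DMSO wells on the plate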
AGP1 TOR yeast – modulators of TOR pathway AGP1-GFP in S. cerevisiae; GFP response vs DMSO, % at 10 µM; S. cerevisiae AGP1-GFP multiplex flow cytometry, 3 h; GFP as percent of DMSO wells; 320,000 compounds, 0.02% hits;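 active = GFP response relative to DMSO above a set limit, near screen average plus 3 SD, cut at about 150% in these data; inconclusive = fewer than 70 cells counted for the yeast strain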;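 note: median GFP channel fluorescence of the gated AGP1 strain per well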
GLD-1 TGE inh – GLD-1-TGE RNA interaction inhibition (C. elegans); Q17339; purified GLD-1 + fluorescein TGE RNA, fluorescence polarization; inhibition, % at 5.96 µM; 320,000 compounds, 0.44% hits; AID 2280;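 active = percent inhibition above a per-plate cutoff, the plate mean of test compounds plus 3 SD, cut at about 30% in these data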;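 note: 0% = DMSO wells with GLD-1 and probe and 100% = wells lacking GLD-1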
MCL1-BIM inh – inhibitors of human MCL1 binding to BIM-BH3 peptide; Q07820; GST-MCL1 / FITC-Bim-BH3 fluorescence polarization; inhibition, % at 10.9 µM; 320,000 compounds, 0.68% hits;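 active = inhibition above the mean inhibition of all tested compounds plus 3 SD, set per campaign, cut at about 40% in these data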;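 note: 0% = DMSO wells and 100% = unlabeled Bim-BH3 peptide control; higher means more loss of mP so more displacement of Bim peptide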
The depositor's hits bear a star; ? = inconclusive; . = no result given; [ ] = remark or other dose. An unsorted share of the library; overall some 2.2% were active at least once.

SMILES	MEX-5 binding	VLA-4 inh	GRK2 inh	Fam108B counter	Bcl-xL primary	CIT2-GFP yeast	AGP1 TOR yeast	GLD-1 TGE inh	MCL1-BIM inh
CCOC(=O)C1(S(=O)(=O)c2ccccc2)CCN(Cc2ccccc2)CC1	-2.8	-10	6	-1	0	96	101	-1	5
C=CCN(CC=C)S(=O)(=O)c1ccc(NC(=O)COc2ccccc2OC)cc1	.	19	2	-2	-7	79	93	6	-10
CC(=O)SC1CC2=CC(=O)CCC2(C)C2CCC3(C)C(CCC34CCC(=O)O4)C12 (centres undefined)	-0.6	-5	6	3	3	107	106	-5	1
CCCOc1ccc(C(C)=O)cc1CN1CCOCC1	1.5	20	0	-5	1	99	94	6	2
CCOCCCNC(=O)N[C@@H](Cc1ccccc1)C(=O)OC	0.4	10	0	0	2	102	101	2	6
COc1ccc(/C=N/NC(=O)c2sccc2C)c2ccccc12	-2.0	15	1	-5	3	100	99	1	4
CCOc1c(C)cnc2c1c(=O)n(Cc1c(F)cccc1Cl)c(=O)n2C	-0.9	8	0	2	3	90	107	-3	0
COc1ccc(NC(=S)N2CCN(Cc3ccccc3)CC2)cc1	0.2	14	0	1	4	106	99	1	19
Cc1ccc(S(=O)(=O)N2CCOCC2)cc1NC(=O)c1cccc(S(=O)(=O)N2CCCC2)c1	-0.5	-3	1	2	0	95	101	3	5
Cc1cc(C)nc(/N=C(\N)Nc2ccc(CC(=O)OC(C)C)cc2)n1	4.8	-16	0	-1	3	100	103	4	6
O=C(Oc1ccccc1)N1CCN(c2ccccc2F)CC1	0.7	5	38	.	.	94	92	.	.
COC(=O)C(Cc1ccc(O)cc1)NC(=O)c1ccccc1 (centres undefined)	0.0	13	0	-2	-1	93	99	-6	0
O=C(NCCCN1CCCC1=O)Nc1ccc(F)c(Cl)c1	-1.7	4	0	-1	1	107	101	8	6
CCC1(C)Cc2ccccc2-c2nc(-c3ccccc3)oc(=O)c21 (centres undefined)	-0.4	8	2	1	3	92	87	10	5
Cc1ccc(C(=O)NC(C(=O)NC2CCCC2)c2ccccc2)cc1 (centres undefined)	0.0	6	2	0	1	105	102	1	-1
OC(COc1cccc2ccccc12)CN1CCCC1 (centres undefined)	-1.6	15	0	-5	6	101	.	8	8
Oc1ccc(C2C(c3ccccc3)=NN=C(c3ccccc3F)N2O)c(O)c1 (centres undefined)	1.5	7	3	4	10	?	22[may fluoresce violet]	3	15
Cc1n[nH]c(C)c1CCC(=O)N/N=C/c1cccc([N+](=O)[O-])c1	1.5	-11	2	2	5	96	93	4	-2
COc1ccc(C(=O)NCC(=O)OCC(=O)NCc2ccco2)cc1	.	15	8	.	.	111	110	-1	.
O=C(COC(=O)c1n[nH]c2ccccc12)Nc1ccc([N+](=O)[O-])cc1	-1.5	15	17	-26	-2	99	92	4	-10
CC(=O)Nc1ccc(C(=O)NNC(=O)c2ccc(Cl)cc2Cl)cc1	-0.8	-4	0	-1	10	95	115	-1	15
O=[N+]([O-])c1ccc(S(=O)(=O)NCCc2cn3ccccc3n2)cc1	2.3	0	0	4	7	95	96	-1	2
O=C(Nc1cccc(-c2cccc(Cl)c2)c1)C1CCN(C2CCC2)CC1	0.3	4	0	-4	3	95	90	0	-4
COc1ccc(C(=O)O)cc1S(=O)(=O)NC(C)C	-1.3	-8	2	8	11	109	108	4	7
C=CCNC(=S)NNC(=O)C(CCCC)CC(C)(C)O (centres undefined)	-0.9	-6	0	-9	-4	96	91	-2	0
CCN(CC)S(=O)(=O)c1cccc2cc(C(=O)O)c(O)cc12	-2.5	-9	1	-2	1	91	85	2	6
CC1Cc2cc(/C(O)=C3/C(=O)C(=O)N(CCCn4ccnc4)C3c3ccco3)ccc2O1 (centres undefined)	3.6	14	9	-1	5	112	94	-2	2
CCCCCCCCN1[C@@H](CC(=O)O)c2cc(C(F)(F)F)ccc2S1(=O)=O	1.2	12	0	2	5	101	106	3	-1
O=C(Nc1ccccn1)Nc1cccs1	0.5	-6	1	-4	0	100	103	6	-1
O=c1oc(-c2ccccc2)nc2sc3c(c12)CCCC3	-5.3	3	3	0	3	?	?	7	5
O=C(Oc1ccc([N+](=O)[O-])cc1)c1ccc(Cl)c(S(=O)(=O)N2CCCCC2)c1	1.6	-3	1	0	-2	94	95	6	-7
O=C(c1c[nH]c2ccccc12)N1CCN(c2ccccc2)CC1	-2.3	12	0	2	4	88	94	0	10
COc1cc(CNCc2ccc3c(c2)OCO3)c([N+](=O)[O-])cc1OC	-0.1	-6	1	-2	0	101	102	4	12
Cc1cc(C)c(S(=O)(=O)N2CCC(C(=O)NCc3ccc(Cl)cc3Cl)CC2)c(C)c1	1.0	12	1	-10	1	78	114	7	7
C/C(=N/NC(=O)c1cccnc1)C1=C(O)CC(C)(C)CC1=O	-1.4	5	2	0	2	100	93	-4	4
OCCC1CN(Cc2c(F)cccc2Cl)CCN1C1CCCC1 (centres undefined)	0.0	9	6	2	5	97	100	-2	5
Nc1ccn(CC(=O)NCCNc2ccc([N+](=O)[O-])cn2)c(=O)n1	.	3	0	.	2	94	94	0	1
N=C1CCCN1CC(=O)c1ccc(Br)cc1	1.6	15	7	3	-1	97	106	12	3
Cc1ccc(-c2csnn2)cc1	2.4	3	2	1	1	95	105	10	3
CCOC(=O)c1[nH]c(C)c(C(=O)OCC)c1C	0.3	9	0	0	4	88	103	4	6

In another format: 3 of the compounds above
SMILES | MEX-5 binding | VLA-4 inh | GRK2 inh | Fam108B counter | Bcl-xL primary | CIT2-GFP yeast | AGP1 TOR yeast | GLD-1 TGE inh | MCL1-BIM inh
N=C1CCCN1CC(=O)c1ccc(Br)cc1 | 1.6 | 15 | 7 | 3 | -1 | 97 | 106 | 12 | 3
Cc1ccc(-c2csnn2)cc1 | 2.4 | 3 | 2 | 1 | 1 | 95 | 105 | 10 | 3
CCOC(=O)c1[nH]c(C)c(C(=O)OCC)c1C | 0.3 | 9 | 0 | 0 | 4 | 88 | 103 | 4 | 6

(further entries)
SMILES	MEX-5 binding	VLA-4 inh	GRK2 inh	Fam108B counter	Bcl-xL primary	CIT2-GFP yeast	AGP1 TOR yeast	GLD-1 TGE inh	MCL1-BIM inh
COC(=O)c1ccc(C(=O)OC)c(NC(=S)N2CCCCC2C)c1 (centres undefined)	-2.3	20	1	3	7	99	97	0	11
CCOC(=O)c1cnc2c(F)ccc(F)c2c1Sc1ccccc1	-0.2	20	1	-5	2	94	99	5	1
CC(=O)Nc1ccc(NC2=C/C(=N/S(=O)(=O)c3cccs3)c3ccccc3C2=O)cc1	-1.0	9	3	41*	12	106	116	4	13
Cc1ccc2cc3cc(C(=O)NCCCN4CCCC4=O)oc3nc2c1	0.1	0	0	2	-2	109	106	-2	-3
COc1cc2c(c(OC)c1OC)CC(=O)N(C)CC2	-2.3	-1	5	3	6	102	102	5	3
CC(=O)Nc1cccc(NC(=O)c2cc(C)on2)c1	5.0	-5	3	3	4	93[may fluoresce red]	93[may fluoresce red]	2	3
O=C(CSCSCC(=O)Nc1ccc2c(c1)OCO2)Nc1ccc2c(c1)OCO2	-0.2	13	1	5	2	102	100	4	3
CCOc1ccc(S(=O)(=O)N2CCNC(=O)C2)cc1	.	30	0	.	6	96	95	3	7
C=CC[C@H](CC(=O)NCCO)C(=O)N[C@@H](COC(=O)[C@H](CC=C)CC(=O)OC(C)(C)C)Cc1c[nH]c2ccccc12	.	16	0	.	.	99	102	5	.
COc1ccc(NC(=O)c2cc(-c3ccco3)nc3ccccc23)cc1S(=O)(=O)N1CCOCC1	-6.0	-8	0	5	9	93	100	3	42*
COc1ccccc1/C=C/C(=O)Nc1ccc(S(=O)(=O)Nc2cc(C)on2)cc1	2.5	15	2	1	13	93	101	1	6
O=C(Nc1ccccc1C(F)(F)F)Nc1cccc2ccccc12	-0.6	6	0	-3	-2	101	102	4	1
Cc1ccc(S(=O)(=O)N2CCN(C(=O)COC(=O)C3CC3C)CC2)c(C)c1 (centres undefined)	.	7	0	.	-2	106	99	4	4
COC(=O)C1C/C(=N\NS(=O)(=O)c2ccc(C)cc2)c2sccc2C1 (centres undefined)	0.3	10	0	5	8	103	105	5	8
COc1cc(C#Cc2c(-c3ccccc3)n(C)c3ccccc23)cc(OC)c1	-0.6	24	2	4	15	110	80	3	4
O=C(CSc1nc2c(sc3ccccc32)c(=O)n1CCCN1CCOCC1)NC1CCCC1	-0.2	10	0	2	6	103	100	6	6
CCC(C)NC(=O)CN(c1cc(Cl)cc(Cl)c1)S(C)(=O)=O (centres undefined)	-1.3	0	0	1	7	93	81	1	0
O=C1c2ccccc2C(=O)N1CCc1c[nH]c2ccccc12	1.0	1	0	-3	-1	84	86	3	0
O=C(NCCCn1ccnc1)c1cccc(S(=O)(=O)Nc2ccc(Br)cc2)c1	0.9	0	0	6	-1	96	99	-3	10
CCCNC(=O)c1ccc(COc2cccc3ccccc23)o1	-1.0	14	0	-4	3	106	104	2	3
CC(C)NC(=O)CSc1nnc(-c2ccncc2)n1-c1ccccc1	-0.6	-64	0	-1	9	90	91	-2	-2
Cc1ccc(C(=O)OCC(=O)c2c[nH]c3ccccc23)cc1S(=O)(=O)N1CCCCC1	1.0	5	14	-44	-4	99	93	-4	4
COc1cccc(CNC(=O)C2CCN(c3cnccn3)CC2)c1	0.8	9	1	0	5	90	94	4	-4
O=C(O)c1ccccc1N=Cc1c(O)n(-c2nccs2)c(=O)c2ccccc12	1.0	-2	0	1	6	89	102	7	3
CN1CCN(S(=O)(=O)c2ccc(N3CCN(c4ccccc4Cl)CC3)nc2)CC1	.	34	1	.	1	95	95	0	7
CCOCCCN(C(=O)CCC(=O)Nc1cc(C)on1)C(C(=O)NC(C)(C)CC)c1cccc(OC)c1OC (centres undefined)	0.0	8	0	5	2	113	106	-3	7
CC(C)C[C@H]1CN=C(Nc2ccccc2)N1CCc1cccc(F)c1	.	22	0	.	.	83	93	-5	.
COc1ccc(Nc2nc3ccc(C)cc3cc2C#N)c(OC)c1	-4.1	-37	1	-2	3	101	97	-5	2
O=C(O)c1ccccc1Nc1cccc(C(F)(F)F)c1	.	1	0	.	.	100	101	-1	.
COc1ccc(-c2noc(CCC(=O)N3CCN(c4cccc(C(F)(F)F)c4)CC3)n2)cc1	2.3	14	0	1	-2	96	105	4	-5
Cn1cc(P(=O)(N2CCOCC2)N2CCOCC2)cc1P(=S)(N1CCOCC1)N1CCOCC1	-0.5	10	2	-1	4	88	88	1	5
CCC(C)NC(=O)CCn1c(-c2ccccc2)cc(C(C)=O)c1C (centres undefined)	-0.2	28	0	-2	0	92	96	6	1
COc1ccc(CCCc2nnc(SCC(=O)Nc3cccc(C)c3)o2)cc1	-3.4	3	1	4	5	93	95	5	5
Nc1c(C(=O)Nc2cccc(F)c2)nnn1-c1ccc2c(c1)OCCO2	-1.6	9	2	2	3	106	104	8	1
CCCc1cc(=O)[nH]c(SCCOC(=O)c2ccccc2)n1	2.4	-28	5	-2	7	99	102	5	0
Cn1c(N)c(C(=O)/C=C/c2ccccc2)c(=O)[nH]c1=O	-5.5	26	3	-1	6	97	98	2	-5
CCCCCCN=CC1=C(O)C(C(=O)OC)C(C)(C)CC1=O (centres undefined)	0.3	18	0	-3	3	95	102	-5	0
